# LmPK inhibitor: qHTS Assay for Inhibitors of Leishmania Mexicana Pyruvate Kinase (LmPK). Potency, µM (series often up to 57.5 µM), without a hit: at the highest dose activity change, negative = inhibition, hits mostly inhibitors. purified LmPK, Kinase-Glo ATP luminescence, 1 h. Q27686. AID 1721, 2009. 290,000 compounds, 0.37% hits; note: potency is the fitted concentration of half-maximal effect
# Target sequence (Q27686 whole entry, looked up): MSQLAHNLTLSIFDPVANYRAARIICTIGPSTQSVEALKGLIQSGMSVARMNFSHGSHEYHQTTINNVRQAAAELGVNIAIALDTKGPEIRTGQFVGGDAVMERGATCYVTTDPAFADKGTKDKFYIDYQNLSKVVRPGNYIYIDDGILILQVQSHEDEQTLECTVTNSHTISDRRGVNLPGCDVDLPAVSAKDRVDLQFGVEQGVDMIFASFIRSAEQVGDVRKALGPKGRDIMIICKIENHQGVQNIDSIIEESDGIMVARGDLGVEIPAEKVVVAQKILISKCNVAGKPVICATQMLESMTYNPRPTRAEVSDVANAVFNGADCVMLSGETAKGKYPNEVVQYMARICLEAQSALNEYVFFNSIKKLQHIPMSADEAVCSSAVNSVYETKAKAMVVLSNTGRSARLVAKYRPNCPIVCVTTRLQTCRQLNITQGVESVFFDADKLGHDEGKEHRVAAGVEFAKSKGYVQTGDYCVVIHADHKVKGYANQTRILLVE
#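 0.1 nM LmPK, 0.5 mM PEP, 0.1 mM ADP; 50 mM imidazole pH 7.2, 7 mM MgCl2, 50 mM KCl; 1 h RT. Kinase-Glo luminescence readout, normalized to no-enzyme (full inhibition) and uninhibited wells.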
# AmpC inh detg: qHTS Inhibitors of AmpC Beta-Lactamase (assay with detergent); Potency, µM (highest dose often 114 µM), without a hit: at the highest dose activity change, negative = inhibition, usual class: inhibitors; AmpC hydrolysis of nitrocefin, absorbance 480 nm, 0.01% Triton; 370,000 compounds, 0.041% hits;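 note: potency is the fitted concentration of half-maximal effect; 0% = no-compound wells and -100% = no-enzyme wells; nearly all actives have a fitted effect of over 25% in size; some results filed as inactive show a strong effect at the top dose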
# Target sequence (P00811 whole entry, looked up): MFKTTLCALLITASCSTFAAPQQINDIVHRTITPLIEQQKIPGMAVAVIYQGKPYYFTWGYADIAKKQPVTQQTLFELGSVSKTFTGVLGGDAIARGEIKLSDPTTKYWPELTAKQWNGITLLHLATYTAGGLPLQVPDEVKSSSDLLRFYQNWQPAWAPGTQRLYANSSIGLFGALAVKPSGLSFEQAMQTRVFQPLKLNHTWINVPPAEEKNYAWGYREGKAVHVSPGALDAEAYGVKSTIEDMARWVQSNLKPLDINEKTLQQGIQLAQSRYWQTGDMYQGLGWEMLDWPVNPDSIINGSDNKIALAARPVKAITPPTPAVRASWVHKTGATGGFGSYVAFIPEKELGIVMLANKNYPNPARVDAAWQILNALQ
#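 AmpC (5.3 nM in the dispensed reagent) in 20 mM phosphate pH 7.0 with 0.01% (detergent screen) or 0.0001% Triton X-100 was preincubated with compounds for 15 min at room temperature. Nitrocefin was then added from an 800 uM solution, and hydrolysis was followed at 480 nm.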
# AmpC inh no detg: qHTS Inhibitors of AmpC Beta-Lactamase (assay without detergent); P00811; 330,000 compounds, 0.52% hits; AmpC nitrocefin hydrolysis, absorbance 480 nm, 0.0001% Triton; Potency, µM (series often up to 57.1 µM), without a hit: top-dose activity change, negative = inhibition, most hits filed as inhibitors; AID 485341, 2010;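 note: potency is the fitted concentration of half-maximal effect; plate controls were no compound for no effect and no enzyme for full effect; nearly all actives have a fitted effect of over 20% in size; some results filed as inactive show a strong effect at the top dose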
#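 20 mM phosphate pH 7.0 + 0.01% (detergent screen) or 0.0001% Triton X-100; 5.3 nM AmpC reagent; cpd preinc 15 min RT; nitrocefin (800 uM stock) to start; A480 q20 s × 4 min; Activity was normalised to no-enzyme and no-compound control wells.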
# HCMV inh: qHTS Assay for inhibitors of the human cytomegalovirus (HCMV); HFF cells, HCMV-luciferase reporter, 72 h; hits give low values; activity change, negative = inhibition, % at 57.5 µM; 410,000 compounds, 4.5% hits; in the data active = activity change below about -60%; inconclusive = no clear call, values can overlap the other calls; inactive = above about -39%
#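 Cell-based, HFFs, 1000 cells/well, 16 h 37C; cpds in DMSO + HCMV-luc, MOI 1 PFU/cell; 72 h 37C; OneGlo luminescence after 5 min RT; norm. to buffer vs Salinomycin 10uM.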
# HCV inh: qHTS Assay for Inhibitors of Hepatitis C Virus (HCV); Huh7.5.1 HCVcc-Cre infection, luciferase reporter, 44 h; Potency, µM (highest dose often 41.8 µM), inactives show at the highest dose activity change, negative = inhibition, hits mostly inhibitors; 340,000 compounds, 3.4% hits; note: potency is the fitted concentration of half-maximal effect
#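 Cells (1,000/well) were plated 4 h before compound, then infected with HCVcc-Cre virus (~0.5 moi). After 44 h further culture, infection was read as luciferase luminescence following a 15 min substrate incubation at room temperature.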
# Tb PYK inh: qHTS of Trypanosoma Brucei Inhibitors; Potency, µM (doses to about 76.8 µM), without a hit: at the top dose activity, negative = inhibition, actives largely listed as inhibitors; 410,000 compounds, 0.12% hits; pyruvate kinase (Trypanosoma brucei), Q57TT1; TbPYK enzyme, Kinase-Glo Plus ATP luminescence, 45 min; note: potency is the fitted concentration of half-maximal effect; nearly all actives have a fitted effect of over 50% in size
#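 Enzyme and substrate buffer are dispensed first and compound is pin-transferred. ADP at 130 uM final then starts the reaction, which runs 45 min at room temperature. Detection reagent is added for 10 min before luminescence is imaged.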
# AMA1-RON2 inh: qHTS for Inhibitors of AMA1-RON; Towards Development of Antimalarial Drug Lead: Primary Screen. AlphaScreen AMA1-biotinylated RON2 peptide binding. Plasmodium falciparum AMA1 (3D7) - RON2 peptide interaction. Potency, µM (titrated, usually from 58.2 µM), for inactives: at the top dose activity change, negative = inhibition, most hits filed as inhibitors. 360,000 compounds, 0.2% hits;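 note: potency is the fitted concentration of half-maximal effect; 0% = vehicle wells and -100% = peptide control; nearly all actives have a fitted effect of over 45% in size; some results filed as inactive show a strong effect at the top dose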
#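 AMA1 (3D7) with his tag at 25 nM final met compounds first, then biotinylated RON2 peptide at 25 nM; detection used donor plus acceptor beads, 10 µg/mL apiece, read by AlphaScreen after 30 min at room temperature.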
# * hit, by the source's call; ? = inconclusive; / = no result given; & = joins results of further samples; [ ] = remark or other dose. Unless noted, calls come from the whole dose curve; as a rule, active = well fitted curve in the direction sought with a large enough effect; inconclusive = small, poorly fitted or top-dose-only effect, or another doubt; inactive = no such curve, though single readings can be large; an effect the other way counts as inactive or inconclusive. Unless noted, % is set by controls: 0 for no effect and ±100 for the full control effect.
SMILES,LmPK inhibitor,AmpC inh detg,AmpC inh no detg,HCMV inh,HCV inh,Tb PYK inh,AMA1-RON2 inh
CCCCN1C(=O)CCC(C(=O)O)C1c1ccc([N+](=O)[O-])cc1 (stereo not drawn),5%,2%,-5%,22,9%,0%,-12%
Cc1ccc(C(=O)N2CCN(c3ccccc3F)CC2)cc1NC(=O)c1nsc2ccccc12,/,-1%,/,-2,/,0%,/
O=C(NCCCN1CCOCC1)c1ccccc1-c1ccccc1,0%,?,-19%,19,-2%,2%,-6%
CC(=O)c1c(C)[nH]c(C(=O)N2CCCC(C)C2)c1C (stereo not drawn),0%,-4%,-1%,-21,10%,4%,-6%
CCCc1nnc(SCC(=O)Nc2nc(C)cs2)n1CCOC,-8%,-7%,-4%,5,-3%,5%,0%
O=C1SC(SC(=Nc2ccccc2)Nc2ccccc2)C(=O)N1c1ccccc1 (stereo not drawn),-5%,?,-25%,26,-2%&11%,?,-11%&0%
Cc1ccc(C(=O)/C=C/Nc2ccc3c(c2)OCO3)cc1,-12%,?,-25%,1,1%,-12%,-5%
O=C(CCl)NC(Cc1ccccc1)C(=O)OCC(=O)c1ccc(-c2ccccc2)cc1 (stereo not drawn),/,/,/,7,7%,-4%,23%
COc1ccc2sc(SCCCS(=O)(=O)O)[n+](CCCS(=O)(=O)[O-])c2c1,8%,-4%,-9%,-30,29%,0%,-11%
Cc1cc(C(=O)OCC(=O)Nc2cc(S(=O)(=O)N3CCOCC3)ccc2Cl)c(C)o1,9%,?,18%,-24,-9%,-2%,-27%
Nc1cc(=O)[nH]c(=O)n1CCc1ccccc1,-5%,?,-23%,37,6%,6%,20%
Cc1nc2ccccc2n1CC(O)COc1ccc(Br)cc1 (stereo not drawn),2%,1%,96%[activator],-80*,?,3%,6%
CCOc1ncccc1C(=O)Nc1cccc(-c2nnc3n2CCCCC3)c1,-1%,-5%,-11%,62,18%,-7%,8%
CCCCC(=O)Nc1ccc(C(=O)Nc2cc(C(F)(F)F)ccc2Cl)cc1,3%,-7%,-36%,-64*,?,-15%,13%
C[C@@H]1CN([C@@H](C)CO)S(=O)(=O)c2ccc(-c3ccccc3)cc2O[C@@H]1CN(C)Cc1ccccc1C(=O)O,/,/,/,16,/,-7%,-7%
Cc1ccc(Cn2cc(CN3CC(N4CCN(CCO)CC4)CS3(=O)=O)nn2)cc1 (stereo not drawn),/,/,/,-15,/,3%,0%
Cc1c(C(=O)N(Cc2ccccc2)Cc2cccnc2)cnn1-c1ccc(F)cc1,3%,1%,41%,13,13%,1%,24%
CCc1nn(C(C)C(=O)NCc2cccc(Cl)c2)c(=O)c2cc3occc3n12 (stereo not drawn),0%,0%,-15%,0,8.9µM*,-1%,-12%
C/C(=N\NC(=O)Cc1cccc2ccccc12)c1ccncc1,-3%,-3%,-34%,17,-7%,2%,7%
O=c1n(Cc2ccc(Cl)cc2)nc2n1-c1ccccc1OC2,/,-2%,/,9,/,-5%,/
COc1cc(Cl)ccc1NC(=S)N(CCN1CCOCC1)C1CCN(C(C)=O)CC1,3%,6%,58%,-101*,11%,-6%,4%
CCc1ccc(OCc2nnc(NC(=O)c3cccs3)s2)cc1,5%,-12%,-21%,9,10%,3%,6%
COc1ccc(NC(=O)CCN=C2NS(=O)(=O)c3ccccc32)cc1S(=O)(=O)N(C)C,/,-4%,-30%,0,1%,-9%,1%
Cc1onc(-c2ccccc2)c1C(=O)N/N=C(\N)COc1ccc(Cl)cc1,2%,-10%,-29%,-17,?,6%,49%[activator]
CCOc1ncccc1C(=O)OCC(=O)c1ccc(Cl)s1,-15%,?,-3%,24,-4%,-4%,3%
N#Cc1c(/N=C/c2cc3ccccc3s2)sc2c1CCC2,1%,0%,-17%,62,12%,-13%,-8%
CCC(C(=O)NCc1ccccc1OC)c1ccccc1 (stereo not drawn),7%,1%,-3%,-25,19%,2%,13%
CC(=O)NC1=NN(C(C)=O)C(c2ccccn2)S1 (stereo not drawn),7%,-6%,2%,?,10%,-7%,-9%
O=C(Cn1ccc(NC(=O)OCc2ccccc2)nc1=O)NCCCc1ccccc1,/,-13%,-24%,26,-2%,0%,?
COC(=O)[C@]12CCCCC=C1N(Cc1ccc(Cl)cc1Cl)C(=O)[C@H](CC(=O)N1CCOCC1)C2,/,/,/,39,/,6%,-5%
O=C(NCc1ccc(F)cc1)c1cc(C2CCCN(C(=O)C3CCCCC3)C2)on1 (stereo not drawn),/,/,/,-9,/,8%,-20%
COc1ccc(Nc2nnc(-c3ccc(C)cc3)c3ccccc23)cc1C(=O)N1CCCCC1,-4%,?,141%[activator],-73*,?,3%,-5%
CC(C)CN(CCCNC(=O)CN1C(=O)COc2ccc(S(=O)(=O)N3CCC(C)CC3)cc21)CC(C)C,-1%,-11%,-15%,7,18%,0%,-2%
Fc1cccc(Cl)c1CNCCCSc1ncccn1,5%,?,-23%,14,-5%,9%,-4%
O=C(C[n+]1cc(Br)cc(Br)c1)c1ccc(Cl)cc1,-5%,-6%,-11%,71,32µM*,-19%,-4%
Cc1ccc(OCCN2C(=O)OC(C)(C)C2(C)O)cc1 (stereo not drawn),4%,1%,-3%,-17,19%,7%,8%
CCCNC(=O)c1noc2c1CCc1ccccc1-2,-3%,-1%,-5%,-23,1%,1%,6%
CN(C)C(=O)COC(=O)c1ccccc1Nc1ccc(SC(F)F)cc1,-3%,-13%,248%[activator],-67*,?,4%,1%
COc1ccc(/C=N/NC(=O)CNC(=O)c2ccc(S(=O)(=O)N3CCCC3)cc2)c(OC)c1,-1%,-13%,2%,?,5%,0%,3%
CCCC(=O)N(c1ccc2oc(-c3ccccc3)c(C(=O)OCC)c2c1)S(=O)(=O)c1ccc(C)cc1,/,16%,/,-24,/,-6%,/
Cc1cc(C)n(C(=O)c2ccc(S(=O)(=O)N3CCCC3)cc2)n1,-2%,-2%,-25%,-19,5%,-1%,-4%
COc1nnc(-c2ccc(N3CCOCC3)c(NC(=O)C3CCCCC3)c2)c2ccccc12,1%,2%,2%,?,?,-4%,-8%
COc1cccc(CNc2ncc(C(=O)Nc3cc(OC)c(OC)c(OC)c3)c(C)n2)c1,-3%,-3%,16%,31,?,-1%,6%
CCCn1c(SCCc2ccccc2)nc2c1c(=O)[nH]c(=O)n2C,1%,-22%,-4%,-23,-18%,-11%,-2%
O=C(CNCCC1=CCCCC1)Nc1ccccc1N1CCCCC1,-5%,13%,98%[activator],7,?,-3%,-2%
COc1ccc(C(=O)NNC(=O)C2(C)CC2(Br)Br)cc1 (stereo not drawn),3%,1%,-26%,-26,8%,-9%,26%
Cc1ccc(C(=O)N2CCN(c3ccc(NC(=O)CSc4ccc(Cl)cc4)cc3)CC2)cc1,3%,-13%,-30%,49,20%,-18%,-15%
COc1ccc(/C=N/NC(=S)NCCc2ccccc2)cc1,1%,-6%,-46%,?,-17%,0%,82%[activator]

# 6 consecutive records from above:
SMILES,LmPK inhibitor,AmpC inh detg,AmpC inh no detg,HCMV inh,HCV inh,Tb PYK inh,AMA1-RON2 inh
COc1nnc(-c2ccc(N3CCOCC3)c(NC(=O)C3CCCCC3)c2)c2ccccc12,1%,2%,2%,?,?,-4%,-8%
COc1cccc(CNc2ncc(C(=O)Nc3cc(OC)c(OC)c(OC)c3)c(C)n2)c1,-3%,-3%,16%,31,?,-1%,6%
CCCn1c(SCCc2ccccc2)nc2c1c(=O)[nH]c(=O)n2C,1%,-22%,-4%,-23,-18%,-11%,-2%
O=C(CNCCC1=CCCCC1)Nc1ccccc1N1CCCCC1,-5%,13%,98%[activator],7,?,-3%,-2%
COc1ccc(C(=O)NNC(=O)C2(C)CC2(Br)Br)cc1 (stereo not drawn),3%,1%,-26%,-26,8%,-9%,26%
Cc1ccc(C(=O)N2CCN(c3ccc(NC(=O)CSc4ccc(Cl)cc4)cc3)CC2)cc1,3%,-13%,-30%,49,20%,-18%,-15%

# (listing goes on)
SMILES,LmPK inhibitor,AmpC inh detg,AmpC inh no detg,HCMV inh,HCV inh,Tb PYK inh,AMA1-RON2 inh
CC1(C)C(=O)Nc2ccccc2N1C(=O)COC(=O)c1cccnc1,/,-17%,-23%,28,8%,-1%,11%
CCC1(c2ccccc2)NC(=O)N(Cc2cccc([N+](=O)[O-])c2)C1=O (stereo not drawn),-4%,0%,-28%,-12,9%,5%,5%
COc1ccc(C(=O)NCc2ccc(-c3nc4ccccc4s3)cc2)cc1OC,3%,0%,98%[activator],8,?,-21%,-10%
CSc1nc(Oc2cccc(C(F)(F)F)c2)cc(C(F)(F)F)n1,-1%,0%,-3%,1,5%,-10%,16%
CCOc1ccccc1NC(=O)CCc1c(C)nn(-c2ccc(N3CCCCC3)nn2)c1C,-2%,2%&-9%,88%[activator],-19&-35,?,1%&1%,-10%
CCCOC(=O)CCCCC1SCC(NC(=O)OC)C1NC(=O)OC (stereo not drawn),2%,?,3%,-6,-1%,-2%,-5%
CCOC(=O)C1=C(C)N=C2c3ccccc3C(=O)C2C1c1ccccc1 (stereo not drawn),-1%,4%,-14%,12,-29%,5%,-24%
CCCC(C(=O)Nc1ccc2c(C)cc(=O)oc2c1)c1ccccc1 (stereo not drawn),-14%,1%,11%,/,-1%,-1%,-2%
Cc1ccccc1C1CC(c2cccs2)=NN1S(C)(=O)=O (stereo not drawn),2%,-1%,-10%,11,18%,-4%,0%
O=C(COC(=O)Cn1[nH]c(=O)c2ccccc2c1=O)NNC(=O)c1ccc(Br)cc1,/,0%,-18%,3,14%,-2%,102%[activator]
COc1ccc(/C=C(\NC(=O)c2ccc(C)cc2)C(=O)Nc2ccc(C(=O)O)cc2)cc1,0%,1%,10%,-9,2%,-7%,0%
Cc1cc(C)cc(NC(=O)COc2coc(CN3CCc4ccccc4C3)cc2=O)c1,/,1%,-2%,-35,?,1%,-11%
COC(=O)c1cccnc1-n1c(=O)c2cccnc2n(Cc2cccc([N+](=O)[O-])c2)c1=O,-4%[11.5 µM],7%,22%,-86*,-4%,2%,-4%

# Bioassay records as filed in PubChem BioAssay.
